From PubChem
NPSR antagonist: antagonists of human neuropeptide S receptor cAMP signaling | Q6W5P4 | CHO-NPSR cells, cAMP TR-FRET, antagonist mode | Potency, µM (doses to about 38.3 µM), for the others: top-dose activity change, negative = inhibition, usual class: inhibitors | 220,000 compounds, 1% hits | AID 1461; further: potency means the concentration at half of the fitted maximal effect; on the % scale 0 is the no-effect control and ±100 the full control effect; nearly all actives have a fitted effect of over 50% in size; many of its hits are not listed in these tables
Target sequence (Q6W5P4 whole entry, looked up): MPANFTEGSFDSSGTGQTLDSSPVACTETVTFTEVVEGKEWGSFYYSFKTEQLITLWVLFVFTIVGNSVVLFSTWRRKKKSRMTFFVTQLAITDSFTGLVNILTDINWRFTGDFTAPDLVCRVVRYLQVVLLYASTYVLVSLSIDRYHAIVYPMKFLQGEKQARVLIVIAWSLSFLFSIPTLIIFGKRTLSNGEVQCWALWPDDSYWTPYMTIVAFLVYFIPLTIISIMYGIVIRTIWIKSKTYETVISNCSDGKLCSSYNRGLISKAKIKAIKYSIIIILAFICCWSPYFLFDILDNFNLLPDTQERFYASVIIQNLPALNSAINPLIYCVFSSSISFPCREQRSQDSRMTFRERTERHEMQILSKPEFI
HttQ103 aggreg: reduces HttQ103-GFP aggregates in PC12 cells; 220,000 compounds, 1.1% hits; Potency, µM (series often up to 46.1 µM), inactives show at the highest dose activity change, negative = inhibition, usual class: inhibitors; PC12 HttQ103-GFP aggregates, Acumen cytometry, 40 h; AID 1688; further: potency means the concentration at half of the fitted maximal effect; on the % scale 0 is the no-effect control and ±100 the full control effect; nearly all actives have a fitted effect of over 60% in size
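Read-out: GFP aggregate count by laser scanning cytometer (488 nm excitation, 500-530 nm emission, 1–25 µm objects >6 SD above background). Cells: PC12, inducible HTTex1-Q103-GFP, 100 nM tebufenozide; compounds titrated.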
CBFb RUNX1 block: blocks binding between human CBF-beta and RUNX1; Q01196+Q13951; AlphaScreen CBFb-His/RUNX1-biotin binding, biochemical; Potency, µM (series often up to 59.8 µM), for inactives: top-dose activity, negative = inhibition, hits mostly inhibitors; 230,000 tested, under 10 active; further: % of control where 0% means no effect
Target sequence (Q01196 whole entry, looked up): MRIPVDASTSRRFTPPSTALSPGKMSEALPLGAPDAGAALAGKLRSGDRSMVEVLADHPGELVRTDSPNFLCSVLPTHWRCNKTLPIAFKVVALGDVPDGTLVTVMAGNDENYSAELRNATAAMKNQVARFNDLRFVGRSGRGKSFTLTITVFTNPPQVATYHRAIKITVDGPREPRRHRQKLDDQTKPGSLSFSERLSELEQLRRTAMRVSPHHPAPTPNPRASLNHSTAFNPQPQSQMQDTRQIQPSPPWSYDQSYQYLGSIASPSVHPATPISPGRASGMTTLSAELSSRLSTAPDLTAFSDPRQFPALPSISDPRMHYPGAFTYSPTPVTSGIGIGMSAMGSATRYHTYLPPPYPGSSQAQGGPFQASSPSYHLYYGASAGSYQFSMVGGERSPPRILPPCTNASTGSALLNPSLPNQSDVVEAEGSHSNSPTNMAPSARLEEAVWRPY
Target sequence (Q13951 whole entry, looked up): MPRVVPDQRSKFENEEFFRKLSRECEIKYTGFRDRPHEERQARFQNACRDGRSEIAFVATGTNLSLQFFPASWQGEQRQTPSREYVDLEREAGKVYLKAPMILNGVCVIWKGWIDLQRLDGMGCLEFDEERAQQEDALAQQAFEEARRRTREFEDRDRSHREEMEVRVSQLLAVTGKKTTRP
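Compounds were screened at multiple concentrations against a preformed CBF-beta(His)/RUNX1(biotin) complex (30 nM of each) for 15 min at room temperature, followed by 90 min with nickel and streptavidin beads and AlphaScreen reading.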
Luc counter: counter-screen: inhibitors of Kinase-Glo firefly luciferase; Q27757; Kinase-Glo luciferase, ATP luminescence, 8 min; AID 1379; 200,000 compounds, 0.28% hits; Potency, µM (highest dose often 38.3 µM), without a hit: top-dose activity change, negative = inhibition, hits mostly inhibitors; further: potency means the concentration at half of the fitted maximal effect; on the % scale 0 is the no-effect control and ±100 the full control effect; nearly all actives have a fitted effect of over 60% in size
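Substrate mix (final 50 mM imidazole pH 7.2, 50 mM KCl, 7 mM MgCl2, 10 uM ATP, 0.01% Tween 20, 0.05% BSA) plus pin-tool compound, then Kinase-Glo detection mix; 8 min ambient, luminescence read.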
Epigenetic reg: epigenetic control regulation, reporter derepression; Potency, µM (highest dose often 53.9 µM), for inactives: at the top dose GFP activation, actives largely listed as activators; murine LDR cells, GFP reporter derepression, 30 h; AID 1865; 280,000 compounds, 0.2% hits; further: potency means the concentration at half of the fitted maximal effect; % of control where 0% means no effect; nearly all actives have a fitted effect of over 60% in size
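Reporter derepression read as number of fluorescent GFP-positive objects, 20-120 um in size, counted by laser-scanning cytometer. Mouse LDR line with an epigenetically silenced CMV-GFP locus; compound incubation 30 h, 37 C.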
IMPase Li inh: cell-permeable IMPase inhibitors with lithium potentiation | CHO-M1 cells, IP1 TR-FRET (IP-One), carbachol + lithium | Potency, µM (top dose mostly 59.4 µM), for the others: top-dose activity, negative = IMPase inhibition, most hits filed as inhibitors | 210,000 compounds, 0.35% hits | AID 1457;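 further: IP1 builds up when IMPase is blocked and the TR-FRET signal falls; potency means the concentration at half of the fitted maximal effect; plate controls were basal vehicle for no effect and high inhibitor control for full effect; nearly all actives have a fitted effect of over 50% in size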
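CHO cells stably expressing M1 receptor (2000/well) were cultured 16–30 h, then exposed to compounds with a small lithium addition for 30 min at 37C. IP1 was measured by TR-FRET competition; AC50 from Hill fits.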
Lamin A splicing: LMNA splicing modulation | HeLa LMNA splicing GFP/RFP minigene ratio, 48 h | Potency, µM (series often up to 46.1 µM), without a hit: at the highest dose ratio change, negative = inhibition, most hits filed as inhibitors | 200,000 compounds, 0.01% hits | AID 1487; active means well fitted inhibition curve with a large enough effect in the signal ratio, with a control signal flat, not every such curve was filed as active; inconclusive means small, poorly fitted or top-dose-only effect, or effect the other way, or a change in a side signal; the % refers to the signal ratio; further: potency means the concentration at half of the fitted maximal effect; on the % scale 0 is the no-effect control and ±100 the full control effect
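S3 HeLa cells stably expressing lamin A-EGFP splicing minigene plus DsRed2, 600 cells/well, 48 h compound exposure at 37C. Laser-scanning cytometry; analysed as GFP (500-530 nm)/RFP (575-640 nm) total intensity ratio; 0.5% DMSO vehicle.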
Starred values were filed as active, the others as inactive; ? = inconclusive; / = not tested or not shown; & = joins results of further samples; [ ] = dose if it differs, or a comment. Unless noted, the call rests on the fitted dose curve; in most records, active means well fitted curve in the direction sought with a large enough effect; inconclusive means small, poorly fitted or top-dose-only effect, or another doubt; inactive means no such curve, though single readings can be large; an effect the other way counts as inactive or inconclusive.

SMILES	NPSR antagonist	HttQ103 aggreg	CBFb RUNX1 block	Luc counter	Epigenetic reg	IMPase Li inh	Lamin A splicing
CSc1cccc(NC(=O)CN(c2cccc(C)c2)S(C)(=O)=O)c1	-18%[46.1 µM]	0%[9.22 µM]	4%	4%	4.9%	28%[38.3 µM]	-7%
O=C(CCSc1nc(-c2ccco2)cc(C(F)(F)F)n1)N1CCN(c2ccccc2)CC1	-11%[46.1 µM]	-11%	4%	5%	-0.8%	30%[38.3 µM]	?
O=C(CSCc1ccc(Br)cc1)N=Nc1c(O)[nH]c2ccccc12	-7%	?	-6%	1%	0.0%	-2%	?
COc1ccc2cc(C(c3nnnn3CCc3ccccc3)N3CCCC(C)C3)c(=O)[nH]c2c1 (configuration not stated)	-6%[7.67 µM]	8%	-4%	-2%	2.1%	-11%[38.3 µM]	0%
COc1ccc(OC)c(Cc2nnc(CCC(=O)NC(C3CC3)C3CC3)o2)c1	-8%	5%[9.22 µM]	2%	1%	0.2%	6%	?
O=C(NCCc1ccccc1)c1c(F)cccc1F	-24%	-12%[9.22 µM]	-2%	-7%	0.0%	-6%	/
Cc1cc(C)c([N+](=O)[O-])cc1NC(=O)CCS(=O)(=O)c1ccccc1	13%	7%[9.22 µM]	-11%	/	0.0%	/	/
N#Cc1ccc(COC(=O)CSc2nnc(C3CCCCC3)n2N)cc1	-24%[46.1 µM]	8%	2%	14%	-2.9%	20%[38.3 µM]	16%
O=C(CCCn1cc([N+](=O)[O-])cn1)NC1CCCCCC1	-2%	-15%	-13%	-1%	-0.4%	7%	42%[46 µM]
Fc1ccccc1NC(=S)NCc1ccc2c(c1)OCO2	1%	-7%	12%	-2%	-1.3%	-3%	-1%
OC(CCN1CCCCC1)(c1ccccc1)c1ccccc1	2%	-3%&9%	7%	-2%	1.1%	22%&26%&50%&11%	?
NC(=O)CC(NC(=O)c1ccccc1)c1ccc(NCc2ccc(F)cc2)c([N+](=O)[O-])c1 (configuration not stated)	-16%	24%[9.22 µM]	-18%	/	4.0%	/	/
Cc1onc(C(=O)Nc2c(C)n(C)n(-c3ccccc3)c2=O)c1[N+](=O)[O-]	-3%	-6%[9.22 µM]	?	/	2.1%	/	/
O=C1/C(=C/c2cccs2)SC(=S)N1N1CCOCC1	3%[7.67 µM]	-10%[9.22 µM]	-4%	/	-0.3%	/	/
COCCN(CCOC)C(=O)c1cc2sc3ccccc3c2s1	-1%[46.1 µM]	-20%	13%	12%	3.0%	-6%[38.3 µM]	0%
CC1(C)C(=O)NCCN1C(=O)CSc1nccc(-c2ccc(Br)cc2)n1	5%	0%	-6%	0%	-0.1%	8%	0%
Cc1cccc(OCCn2cc(/C=N/NC(=O)c3ccncc3)c3ccccc32)c1	20%	8%	?	-1%	0.0%	2%	?
CCCCNC(=S)NNC(=O)c1csc2ccccc12	-3%[46.1 µM]	-12%	-2%	2%	-0.2%	-2%[38.3 µM]	1%
COc1ccc2c(C(=O)CN3CCC(C)CC3)c[nH]c2c1	1%[46.1 µM]	-11%[9.22 µM]	4%	-1%	-0.3%	32%[activator][38.3 µM]	15%
COc1ccccc1NC(=O)CN(Cc1ccco1)C(=O)c1cc2ccccc2o1	-23%	22%	3%	4%	3.4%	13%	-24%[46 µM]
O=C(CSc1nnc(CNC(=O)c2cccs2)o1)NCc1ccc(F)cc1	-13%[46.1 µM]	24%	1%	-1%	-0.1%	13%[38.3 µM]	5%
COCCNC(=O)C1CC2Cn3c(nc4cc5ccccc5cc43)C2N1C (configuration not stated)	24%	-9%[9.22 µM]	24%	/	4.8%	/	/
Cc1ccc(NC(=O)Nc2nnc(-c3ccccc3)o2)cc1	10%	7%	3%	-1%	1.2%	0%	10%[46 µM]
O=C(CC1Sc2ccccc2NC1=O)OC(C(=O)NCCc1ccccc1)c1cccnc1 (configuration not stated)	-6%[46.1 µM]	6%	0%	-1%	0.0%	6%[38.3 µM]	0%
C=CCON/C(CCC)=C1\C(=O)C(C(=O)OC)C(C)(C)CC1=NC (configuration not stated)	17%	-9%	7%	1%	-4.4%	6%	/
Going on with the list:
SMILES	NPSR antagonist	HttQ103 aggreg	CBFb RUNX1 block	Luc counter	Epigenetic reg	IMPase Li inh	Lamin A splicing
CCCCCC(=O)Nc1ncc2c(n1)CC(c1cccs1)CC2=O (configuration not stated)	11%	-2%[9.22 µM]	1%	/	-0.3%	/	/
Cc1[nH]c(=O)[nH]c1C(=O)CCCCC(=O)OCC(=O)Nc1ccccn1	-2%[46.1 µM]	7%	/	-7%	-1.1%	-12%[38.3 µM]	-1%
COc1ccc(Cl)cc1NC(=O)Nn1cnnc1	-3%[46.1 µM]	-14%	0%	-3%	-2.5%	21%[38.3 µM]	18%
O=C(NCCN1CCOCC1)C1CCN(c2nc3ccccc3o2)CC1	15%[46.1 µM]	-4%	4%	-1%	-1.9%	0%[38.3 µM]	8%
CC1(C)CC(=O)C2=C(C1)Nc1ncnn1C2c1ccccn1 (configuration not stated)	-7%[46.1 µM]	-7%	1%	19%	-1.0%	26%[38.3 µM]	8%
Fc1ccccc1Cc1noc(CN2CCC(OCc3cccnc3)CC2)n1	-10%	?	2%	-1%	-1.1%	-4%	6%[46 µM]
O=C(c1ccc(Cl)c(S(=O)(=O)N2CCCCCC2)c1)N1CCN(c2ccccc2O)CC1	-36%	?	-11%	5%	-1.6%	20%	-13%[46 µM]
O=C(O)C1CCN(C(=O)OCc2ccccc2)CC1	-13%[46.1 µM]	6%	2%	5%	-0.9%	-9%	-2%
O=C(CSc1nc2ncc(Cl)cc2[nH]1)NCC(=O)Nc1ccc(F)c(F)c1F	-13%	-20%[9.22 µM]	-1%	/	-0.8%	/	/
O=C(NCc1ccc(Cl)cc1)c1ccc(Cl)cc1[N+](=O)[O-]	2%[46.1 µM]	18%	1%	2%	0.0%	0%[38.3 µM]	-1%
O=C(CCCN1C(=O)/C(=C\c2cccc(Br)c2)SC1=S)Nc1cccnc1	-25%	?	-28%	2%	-3.5%	20%	?
O=C(O)Cc1nc2nc3c(c(=O)n2[nH]1)CCCC3	-4%[46.1 µM]	-13%	8%	-2%	2.9%	-6%[38.3 µM]	10%
CN(C)C(=O)C1C2NC(=S)N(c3ccc(Cl)cc3)C1(C)Oc1ccc(Cl)cc12 (configuration not stated)	-13%	-11%	-20%	1%	1.5%	-8%	/
CCc1ccc(-c2nn(-c3cc(Cl)ccc3[N+](=O)[O-])c(=O)c3ccccc23)cc1	?	18%	1%	-4%	-1.1%	-4%[38.3 µM]	5%
Cc1cccc(NC(=O)c2cc(=O)c3ccccc3o2)n1	-11%[46.1 µM]	-5%	-2%	-2%	-0.3%	6%[38.3 µM]	0%
N#Cc1c2nc3ccccc3nc2n2cc(NC(=O)c3ccc(F)cc3)ccc12	-26%	8%	-4%	?	-1.3%	2%	4%
CCCC(=O)Nc1ccc2c(c1)nc(CCNC(=O)c1ccco1)n2C	-13%	5%[9.22 µM]	4%	/	0.0%	/	/
c1ccc(C2CC(c3cccs3)n3nnnc3N2)cc1 (configuration not stated)	-5%[46.1 µM]	6%	1%	-3%	0.2%	17%[38.3 µM]	7%
Cc1ccccc1C1=N/C(=C/c2cccs2)C(=O)O1	-12%	-1%	?	-6%	-1.3%	0%	/
CCCCN(CC)CCCNC(=O)C1CCN(c2ncnc3c2sc2cccc(F)c23)CC1	-57%	-6%	2%	-3%	-1.2%	30%	/
CCOC(=O)c1cccc(NC(=O)/C=C/c2ccc([N+](=O)[O-])cc2)c1	1%	-19%	-8%	1%	7.8%	12%	?
COc1ccc(NS(=O)(=O)c2ccc3c(c2)Cc2ccccc2-3)cn1	?	11µM*	0%	-2%	-3.6%	0%[38.3 µM]	?
CCC(C)N1C(=S)SC(C)(C)C1N(O)C(=O)NC1CCCCC1 (configuration not stated)	-8%	36%[9.22 µM]	5%	/	1.7%	/	/
COC(=O)c1ccc(COc2cccc3c2CCN(Cc2cccc(C)c2)C3=O)o1	-37%	2%	8%	2%	-1.0%	20%	?
COCCCNC(=S)N(Cc1ccccc1)Cc1ccccc1	?	-2%	?	0%	1.1%	10%	?
Later entries.
SMILES	NPSR antagonist	HttQ103 aggreg	CBFb RUNX1 block	Luc counter	Epigenetic reg	IMPase Li inh	Lamin A splicing
CC1CCN(S(=O)(=O)c2cccc(C(=O)Nc3ccccc3)c2)CC1	0%	17%[9.22 µM]	3%	1%	-1.1%	-4%	-24%[46 µM]
CCOC(=O)CSc1cc(C)c(C#N)c2nc3ccccc3n12	-5%	-4%	8%	1%	1.3%	17%	?
CCOC(=O)c1nc(-c2ccccc2)oc1N1CCOCC1	-2%	22%	-1%	1%	-0.3%	1%	-6%[46 µM]
OC[C@@H](O)C1OC2NC(=S)OC2C1O (some centres not stated)	-13%	7%[9.22 µM]	9%	-1%	-1.1%	10%	7%[46 µM]
CCCc1nc2oc3c(Cl)ncnc3c2c2c1CCCC2	16%[7.67 µM]	-9%[9.22 µM]	1%	/	-0.3%	/	/
O=C(c1ccc(COc2ccccc2[N+](=O)[O-])o1)N1CCCCCC1	-13%[46.1 µM]	5%	3%	-1%	-1.1%	0%[38.3 µM]	-21%
COc1ccc(NC(=O)c2onc(C)c2Cl)cc1OC	-5%[46.1 µM]	?	-14%	4%	-6.4%	-1%[38.3 µM]	-7%
O=C1CSC(c2cccnc2)N1c1ccc(F)cc1 (configuration not stated)	-1%[46.1 µM]	7%	-6%	-5%	-3.6%	-5%[38.3 µM]	-7%
CN(C)CCCNc1ccc(-c2nn(C)c(=O)c3ccccc23)cc1[N+](=O)[O-]	-6%	6%	5%	0%	1.1%	8%	/
O=C(c1cc(-c2ccco2)on1)N1CCOCC1	-3%[46.1 µM]	-6%	-3%	-3%	-0.8%	-12%[38.3 µM]	7%
COc1ccc(C2C(CC(=O)O)=C(O)C(=O)N2c2ccccc2)cc1 (configuration not stated)	-3%[46.1 µM]	18%	4%	-8%	2.9%	11%[38.3 µM]	?
Cc1ccc(NC(=O)c2ccccc2F)nc1	3%[46.1 µM]	-15%	6%	?	-0.8%	-15%[38.3 µM]	11%
CC1CCC/C(=N\NC(=S)Nc2ccccc2)C1 (configuration not stated)	-23%	-8%	-9%	1%	1.1%	4%	7%

Not all compounds are listed. The share of hits here may be higher or lower than overall.
